High-throughput results: PubChem BioAssay, National Center for Advancing Translational Sciences (NCATS)
L3MBTL1 inh: qHTS Assay for the Inhibitors of L3MBTL1; Potency, µM (top dose mostly 57.1 µM), inactives show top-dose activity, negative = inhibition, usual class: inhibitors; 230,000 tested, 0.66% active; Lethal(3)malignant brain tumor-like protein 1 (Homo sapiens), Q9Y468; AID 485360, 2010; AlphaScreen L3MBTL1–H3K9me1 peptide binding; active = well fitted inhibition curve with a large enough effect; inconclusive = small, poorly fitted or top-dose-only effect; inactive = no such curve, though single readings can be large or run the other way; note: nearly all actives have a fitted effect of over 60% in size
Target sequence (Q9Y468 whole entry, looked up): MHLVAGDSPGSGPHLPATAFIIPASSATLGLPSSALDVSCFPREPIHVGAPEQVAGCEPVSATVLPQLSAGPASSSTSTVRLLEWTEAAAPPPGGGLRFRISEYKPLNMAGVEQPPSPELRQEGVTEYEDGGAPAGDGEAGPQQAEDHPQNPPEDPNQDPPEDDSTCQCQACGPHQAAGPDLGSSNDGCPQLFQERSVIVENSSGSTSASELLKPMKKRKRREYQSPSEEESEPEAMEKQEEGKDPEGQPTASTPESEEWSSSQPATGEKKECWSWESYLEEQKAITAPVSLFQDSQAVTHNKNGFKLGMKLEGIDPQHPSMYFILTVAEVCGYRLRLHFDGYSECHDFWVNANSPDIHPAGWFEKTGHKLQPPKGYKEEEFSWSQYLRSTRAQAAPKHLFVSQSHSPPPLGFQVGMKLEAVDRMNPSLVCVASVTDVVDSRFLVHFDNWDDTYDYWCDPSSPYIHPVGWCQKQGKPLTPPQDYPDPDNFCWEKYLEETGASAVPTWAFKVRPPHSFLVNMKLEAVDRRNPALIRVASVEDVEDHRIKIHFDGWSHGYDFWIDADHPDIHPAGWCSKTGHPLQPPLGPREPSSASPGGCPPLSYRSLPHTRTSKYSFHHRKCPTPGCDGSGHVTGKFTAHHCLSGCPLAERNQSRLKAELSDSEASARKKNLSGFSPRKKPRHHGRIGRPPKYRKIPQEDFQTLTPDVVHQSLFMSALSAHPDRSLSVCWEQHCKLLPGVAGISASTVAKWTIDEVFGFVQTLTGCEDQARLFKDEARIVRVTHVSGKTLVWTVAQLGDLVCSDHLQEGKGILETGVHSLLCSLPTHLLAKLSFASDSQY
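First, the protein-peptide complex forms for 30 min at room temperature (L3MBTL1 50 nM, biotinylated H3K9me1 peptide 75 nM). Next, compounds are pin-transferred and incubated 30 min. Finally, AlphaScreen beads are added and read after 30 min.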
The depositor's hits bear a star; ? = inconclusive; [ ] = another dose, or the depositor's remark. % is set by controls: 0 for no effect and ±100 for the full control effect; potency is the fitted concentration of half-maximal effect. Some of the compounds tested, so the mix of outcomes need not match the whole.

SMILES	L3MBTL1 inh
COc1ccc(C(=O)OCC(=O)N(C)C2CCS(=O)(=O)C2)cc1S(=O)(=O)N(C)Cc1ccccc1 (stereo unspecified)	-1.5%
CN1CCN(S(=O)(=O)c2cccc(C(=O)Nc3ccccc3N3CCCCC3)c2)CC1	0.2%
NC(=O)c1ccc(NC(=O)c2ccc(COc3ccccc3Br)cc2)cc1	-1.3%
O=C(COC(=O)c1cccnc1Cl)NCc1ccc(F)cc1	1.5%
CCc1ccc(N2CC(C(=O)OCc3nc4ccsc4c(=O)[nH]3)CC2=O)cc1 (stereo unspecified)	?
CCOC(=O)N1CCN(C(=O)CSc2nc3nc(C)cc(C)n3n2)CC1	0.8%
COc1ccc(CC(=O)OCC(=O)Nc2ccc(OC(F)F)cc2)cc1OC	5.3%
O=C1CCCC/C=C\C[C@H](CC(=O)N(CCO)Cc2ccccc2)C(=O)N[C@@H](Cc2ccccc2)CO1	2.7%
Cc1noc(C)c1S(=O)(=O)Nc1ccc2c(c1)C(=O)N([C@H](C)CO)C[C@@H](C)[C@@H](CN(C)Cc1ccc3c(c1)OCO3)O2	-2.8%
Cc1ccc(S(=O)(=O)NCC(=O)NCC(=O)NCCc2ccccc2F)cc1C	2.1%
CC(Sc1nnc2n1CCCCC2)C(=O)Nc1ccccc1[N+](=O)[O-] (stereo unspecified)	-1.2%
CCC1(c2ccc(F)cc2)NC(=O)N(CC(=O)c2cc(C)n(C3CC3)c2C)C1=O (stereo unspecified)	-10.2%
O=C(CNc1cccc(S(=O)(=O)N2CCOCC2)c1)Nc1cccc(Br)c1	-2.0%
CC(C)C(NC(=O)Cc1ccccc1)C(=O)N1CCN(c2cccc(Cl)c2)CC1 (stereo unspecified)	2.1%
Cc1ccc(-c2cc(C(=O)NCCCN3CCOCC3)c3ccccc3n2)cc1	0.8%
O=C1c2ccc(-c3ccc(F)cc3OCc3ccccc3)cc2S(=O)(=O)c2cccc(C(=O)N3CCCC3)c21	-22.1%
COc1ccc(CCNC(=O)c2ccc(Cl)c(S(=O)(=O)N3CCCC3)c2)cc1	0.0%
CCN(CC(=O)Nc1c(F)cccc1F)C(=O)c1ccc2c(c1)OCO2	1.8%
CCn1nc(C(=O)Nc2cccc(S(=O)(=O)N3CCCC3)c2)c2ccccc2c1=O	-2.0%
CC(=O)Nc1ccc(NC(=O)CCc2nc3sc4c(c3c(=O)[nH]2)CCCC4)cc1	-5.5%
CC(C)C(NS(=O)(=O)c1ccccc1)C(=O)OCC(=O)NNC(=O)c1ccccc1 (stereo unspecified)	3.2%
COCCN(C(=O)CSc1nc(-c2ccccc2)cn1N)c1c(N)n(Cc2ccccc2)c(=O)[nH]c1=O	-10.8%
COc1ccc(C(CNC(=O)CNS(=O)(=O)c2ccc(NC(C)=O)cc2)N2CCOCC2)cc1 (stereo unspecified)	1.4%
CC(OC(=O)c1nc(Cl)ccc1Cl)C(=O)c1ccccc1 (stereo unspecified)	-1.4%
O=C(COC(=O)c1nc(Cl)ccc1Cl)Nc1ccc2[nH]c(=O)[nH]c2c1	5.0%
CC(NC(=O)COC(=O)CNC(=O)c1ccccc1Cl)C1CC2CCC1C2 (stereo unspecified)	1.6%
C[C@H](CO)N1C[C@H](C)[C@@H](CN(C)C(=O)Nc2ccc3c(c2)OCO3)Oc2c(NS(=O)(=O)c3cn(C)cn3)cccc2C1=O	2.6%
O=C(COC(=O)c1cc(S(=O)(=O)N2CCCC2)ccc1O)Nc1ccccc1Br	-1.3%
Cc1nnc(SCC(=O)NC2CCCCCC2)n1N	4.7%
Cc1csc2nc(O)c(C(=O)NCCN3CCOCC3)c(=O)n12	2.8%
COC(=O)[C@@]1(C)[C@H]2C(=O)N(Cc3ccccc3)C(=O)[C@H]2[C@H]2CN=C(SCc3ccc(C)cc3)N21	0.9%
O=C(NC1CC2CCCC(C1)N2Cc1ccccc1)c1ccc([N+](=O)[O-])cc1 (stereo unspecified)	5.6%
CN(Cc1ccccc1N1CCCC1)C(=O)c1cc2ccccc2o1	-19.2%
Cc1ccccc1OCCC(=O)OCC(=O)Nc1c(C)nn(-c2ccccc2)c1C	2.6%
CN(c1cccc(Cl)c1)S(=O)(=O)c1cccc(C(=O)NCc2ccncc2)c1	-0.8%
Cc1ccc(OCCC(=O)OCC(=O)NC2CCCC2)cc1	-0.1%
NC(=O)Nc1ccc(C(=O)OCC(=O)N2CCCC2=O)cc1	-0.2%
O=C(c1ccc(NS(=O)(=O)c2ccc3[nH]c(=O)[nH]c3c2)cc1)N1CCCCC1	6.9%
Cc1c(NC(=O)[C@@H](NC(=O)c2ccc(Cl)c([N+](=O)[O-])c2)C(C)C)c(=O)n(-c2ccccc2)n1C	-6.6%
CCC1(c2ccccc2)NC(=O)N(CC(=O)Nc2ccc(S(=O)(=O)NC3=NCCCCC3)cc2)C1=O (stereo unspecified)	-0.2%
COc1cc(OC)cc(-c2c(-c3cccs3)c3cc(-c4ccc(OC)cc4F)ccc3n2C)c1	-3.4%
NC(=O)/C(N=Nc1ccccc1)=N/Nc1ccccc1	-3.8%
CCN(C(=O)CSc1nc(N)cc(=O)[nH]1)C1CCS(=O)(=O)C1 (stereo unspecified)	2.9%
CCc1noc(C)c1C(=O)Nc1ccc(C)c(S(=O)(=O)N2CCCCCC2)c1	14.9%
Cn1c2cc(B(O)O)sc2c2cnn(Cc3ccc(F)cc3F)c(=O)c21	-1.5%
COc1ccc(S(=O)(=O)N(C)C[C@H]2Oc3c(NS(=O)(=O)c4ccc(F)cc4)cccc3C(=O)N([C@H](C)CO)C[C@@H]2C)cc1	2.4%
CC(=O)Nc1ccc(NC(=O)C(C)OC(=O)c2ccc(S(=O)(=O)N3CCCCCC3)cc2)cc1 (stereo unspecified)	3.1%
COc1ccc(CNCc2ccncc2)c(OC)c1	33.5%[activator]
O=C(CN1C(=O)NC2(CCCC2)C1=O)N1CCN(Cc2ccccc2)CC1	-3.4%
CC(=O)c1sc(NC(=O)C2CCN(c3ncnc4sc(C)c(C)c34)CC2)nc1-c1ccccc1	-7.0%

The closing seven records of the section above are carried over, then new ones follow.
SMILES	L3MBTL1 inh
CCc1noc(C)c1C(=O)Nc1ccc(C)c(S(=O)(=O)N2CCCCCC2)c1	14.9%
Cn1c2cc(B(O)O)sc2c2cnn(Cc3ccc(F)cc3F)c(=O)c21	-1.5%
COc1ccc(S(=O)(=O)N(C)C[C@H]2Oc3c(NS(=O)(=O)c4ccc(F)cc4)cccc3C(=O)N([C@H](C)CO)C[C@@H]2C)cc1	2.4%
CC(=O)Nc1ccc(NC(=O)C(C)OC(=O)c2ccc(S(=O)(=O)N3CCCCCC3)cc2)cc1 (stereo unspecified)	3.1%
COc1ccc(CNCc2ccncc2)c(OC)c1	33.5%[activator]
O=C(CN1C(=O)NC2(CCCC2)C1=O)N1CCN(Cc2ccccc2)CC1	-3.4%
CC(=O)c1sc(NC(=O)C2CCN(c3ncnc4sc(C)c(C)c34)CC2)nc1-c1ccccc1	-7.0%
CC1C(=O)N2CCCc3cc(NC(=O)C(=O)NCCCc4ccccc4)cc1c32 (stereo unspecified)	-0.3%
CCOC(=O)C1=C(C)NC(C)=C(C(=O)OCC)C1C(=O)OCC(=O)N1CCOCC1	0.6%
O=C(CN1CCN(S(=O)(=O)c2cccs2)CC1)NCC1CCCCC1	0.8%
CCC1(c2ccc(Cl)cc2)NC(=O)N(CC(=O)NC2CCCC(C)C2C)C1=O (stereo unspecified)	-1.0%
COC(=O)[C@@]1(Cc2ccccc2)[C@H]2C(=O)N(C)C(=O)[C@H]2[C@H]2CN=C(SCC3CC3)N21	11.0%
Cc1ccc(S(=O)(=O)N2CCC[C@H]2C(=O)Nc2ccccc2Cl)cc1	-1.7%
CCCCn1c(N)c(N(CCOC)C(=O)c2ccc(N3CCCC3)c([N+](=O)[O-])c2)c(=O)[nH]c1=O	-6.1%
CCC(=O)c1ccc(OCC(=O)Nc2cccc(S(=O)(=O)N(C)c3ccccc3)c2)cc1	3.9%
O=C1c2ccccc2[C@@H]2C[C@@H](O)[C@H](Nc3cccc(Cl)n3)CCN12	11.8%
COc1ccccc1NC(=O)C(C)N1C(=O)C2CCCCC2C1=O (stereo unspecified)	1.7%
O=C(CCS(=O)(=O)c1ccccc1F)Nc1ccc(N2CCN(Cc3ccccc3)CC2)cc1	-2.6%
O=C(COC(=O)CNC(=O)c1ccc(Cl)cc1)Nc1ccc(Cl)cn1	-4.4%
O=C(COC(=O)c1nc(Cl)ccc1Cl)NCCc1ccccc1	9.2%
O=C(NC1CCCCC1)C1COc2ccccc2O1 (stereo unspecified)	-0.4%
COc1ccc(CC(=O)Nc2ccccc2C(C)=O)cc1S(=O)(=O)N1CCOCC1	-3.6%
CN(Cc1ccccc1)C(=O)COC(=O)Cc1ccc(Cl)cc1	5.4%
C[C@H]1CN([C@@H](C)CO)C(=O)c2cccc(NC(=O)c3ccc(-c4nccs4)cc3)c2O[C@@H]1CN(C)C(=O)Nc1cccc2ccccc12	0.1%
N#CC1(c2ccccc2)CCC(=NNS(=O)(=O)c2ccccc2)CC1 (stereo unspecified)	1.9%
COc1ccc2cc1Oc1ccc(cc1)C[C@H]1c3c(cc(OC)c4c3Oc3c(ccc5c3[C@H](C2)N(C)CC5)O4)CCN1C	-5.3%
O=C(C[C@H]1C[C@H](C(=O)N2CCOCC2)[C@@]2(CCC3CCCC3)c3[nH]c4ccc(Cl)cc4c3CCN2C1=O)NCc1ccco1	-0.8%
COc1ccc(S(=O)(=O)N(CC(C)C)C2CCS(=O)(=O)C2)cc1OC (stereo unspecified)	0.1%
CC(C)c1ccc(C(=O)CN2C(=O)NC3(CCc4ccccc43)C2=O)cc1 (stereo unspecified)	-2.2%
COc1ccccc1CNC(=O)CN1C(=O)NC2(CCCCCCC2)C1=O	31.6%[activator]
O=[N+]([O-])c1ccc(S(=O)(=O)N2CCC3(CC2)OCCN3S(=O)(=O)c2cccs2)cc1	-2.4%
O=C(CNC(=O)c1ccco1)Nc1ccc2c(c1)OCCO2	4.3%
CCCNC(=O)CCNC(=O)[C@H](O)C(C)(C)CO	0.1%
COC(=O)c1ccc(/C=C/C(=O)OCC(=O)Nc2cc(C)on2)cc1	-7.0%
COc1ccc(-c2cccc(NS(=O)(=O)c3ccccc3[N+](=O)[O-])c2)nn1	4.8%
CC(=O)Nc1cc(NC(C)=O)cc(C(=O)OCC(=O)c2ccc3c(c2)OCO3)c1	?
CCOc1ccc(S(=O)(=O)Nc2cc(NS(=O)(=O)c3ccc(OCC)cc3)cc(C(=O)O)c2)cc1	-77.8%
COc1ccc(NC(=O)Nc2ccc3c(c2)C(=O)N([C@H](C)CO)C[C@H](C)[C@@H](CN(C)C(=O)NC2CCCCC2)O3)cc1	4.2%
NNC(=O)c1nc(-c2ccccc2)cc(-c2ccccc2)n1	-1.7%
CCCCCCCNC(=O)C1(CC2CC(c3cccc(Br)c3)=NO2)CCN(C(=O)Cc2ccc(F)cc2)CC1 (stereo unspecified)	2.2%
COc1ccc(-c2ccc3c(c2)S(=O)(=O)c2cccc(C(=O)NCc4ccccc4Cl)c2C3=O)cc1OC	-4.6%
Cc1noc(C)c1COc1ccc(C(=O)N2CCN(S(=O)(=O)c3cccc(F)c3)CC2)cc1	1.4%
COc1ccc(C(=O)OCC(=O)Nc2c(C)n(C)n(-c3ccccc3)c2=O)cc1	5.4%
COc1ccc(OC)c(NC(=O)COC(=O)Cc2ccsc2)c1	-0.6%
CN(C)S(=O)(=O)c1cccc(NC(=O)COc2cccc3ccccc23)c1	0.3%
CCCCn1c(N)c(N(CCOC)C(=O)CN(C)S(=O)(=O)c2ccc(C)cc2)c(=O)[nH]c1=O	9.3%
O=C(CN1C(=O)C2CCCCC2C1=O)Nc1cc(C(F)(F)F)ccc1N1CCCC1 (stereo unspecified)	0.8%
Cc1cc(C)n2nc(C(=O)OCC(=O)NCc3ccccc3)nc2n1	-4.5%
Nc1ncnc2c1ncn2[C@@H]1O[C@H](CNC(=O)[C@@H](N)C2CCCCC2)[C@@H](O)[C@H]1O	6.0%
Nc1cc(N)nc(SCC(=O)NC2CCCCCCC2)n1	5.0%
CC(Sc1nc2ccccc2c(=O)n1CC1CCCO1)C(=O)NC(C)c1ccccc1 (stereo unspecified)	-0.1%
CCN1CCN(S(=O)(=O)c2ccc(Cl)c(C(=O)NCc3nc4ccccc4[nH]3)c2)CC1	0.1%
COc1cc(C(=O)OCC(=O)Nc2ccc(N3CCOCC3)cc2)ccc1OCC(C)C	5.7%
CCN(CC(=O)NCc1cccs1)S(=O)(=O)c1c(F)cccc1F	3.8%
CC(C)[C@H](NC(=O)OCc1ccccc1)C(=O)OCC(=O)N1CCN(c2ccc(F)cc2)CC1	-4.8%
Cc1ccc(NC(=O)COC(=O)CC2CC3CCC2C3)cc1S(=O)(=O)N1CCOCC1 (stereo unspecified)	-5.3%
CN(Cc1ccc(C(F)(F)F)cc1)C(=O)C1CC(=O)N(Cc2ccco2)C1 (stereo unspecified)	7.9%
CCC(C)CCN1C(N(C)C)=NC[C@@H]1CC(C)C (stereo partly specified)	1.1%
Cc1ccc(S(=O)(=O)N2CCC(C(=O)OCC(=O)NC3(C#N)CCCCC3)CC2)cc1C	-8.6%
O=C(OCC(=O)N1CCCCC1)c1cc(=O)[nH]c2ccccc12	7.2%
